PLK1 PBD block = blocks phosphopeptide binding to human PLK1 polo-box domain; P53350; Plk1 PBD binding of FITC phosphopeptide, fluorescence polarization; Potency, µM, without a hit: max response, negative = inhibition, actives largely listed as inhibitors; 360,000 tested, 2.8% active; also: potency is read from the fitted curve at half-maximal effect; series mostly up to about 57 µM; % is scaled to controls: 0 for no effect and ±100 for the full control effect; nearly all actives have a fitted effect of over 65% in size
Target sequence (P53350 whole entry, looked up, the tested form may be a part): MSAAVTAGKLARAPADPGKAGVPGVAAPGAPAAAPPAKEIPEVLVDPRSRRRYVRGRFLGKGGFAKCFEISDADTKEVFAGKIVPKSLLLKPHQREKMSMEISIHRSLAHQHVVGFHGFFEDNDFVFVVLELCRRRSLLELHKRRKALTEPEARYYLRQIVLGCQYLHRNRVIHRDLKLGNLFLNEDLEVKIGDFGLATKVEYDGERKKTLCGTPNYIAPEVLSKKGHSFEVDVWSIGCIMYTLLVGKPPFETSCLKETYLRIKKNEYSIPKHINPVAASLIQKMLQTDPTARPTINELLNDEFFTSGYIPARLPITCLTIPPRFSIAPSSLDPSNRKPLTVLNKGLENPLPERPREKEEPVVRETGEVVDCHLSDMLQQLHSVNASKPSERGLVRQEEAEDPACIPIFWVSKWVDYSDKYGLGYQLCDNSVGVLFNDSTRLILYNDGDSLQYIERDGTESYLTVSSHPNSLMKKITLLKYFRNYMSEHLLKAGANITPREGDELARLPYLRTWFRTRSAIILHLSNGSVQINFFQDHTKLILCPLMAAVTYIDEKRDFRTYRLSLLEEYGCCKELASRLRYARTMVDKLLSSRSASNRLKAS
aSyn yeast inh = inhibitors of alpha-synuclein toxicity in yeast. Yeast expressing alpha-synuclein, growth rescue, BacTiter-Glo, 24 h. Potency, µM (doses to about 46.1 µM), without a hit: at the highest dose growth rescue (activation), hits mostly activators. 370,000 tested, 0.14% active. AID 652106; also: potency is read from the fitted curve at half-maximal effect; % of control where 0% means no effect; nearly all actives have a fitted effect of over 65% in size
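Galactose-induced alpha-syn yeast (OD600=0.02, raffinose-pregrown) + pinned cpd, 24 hr, 30 deg C; growth by BacTiter-Glo luminescence. Growth restoration scores as activation.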
FUS suppressor = FUS proteinopathy suppression in yeast; S. cerevisiae FUS-expressing, growth rescue, OD600, 24 h; Potency, µM (titrated, usually from 76.6 µM), for inactives: at the highest dose growth rescue (activation), most hits filed as activators; 390,000 tested, 0.24% active;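 also: potency is read from the fitted curve at half-maximal effect; plate controls were DMSO vehicle for no effect and reference control for full effect; nearly all actives have a fitted effect of over 55% in size; some results filed as inactive show a strong effect at the top dose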
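FUS-expressing yeast, raffinose-pregrown, induced in 2% galactose minimal medium at OD 0.005; compounds in a dilution series, 24hr at 30C. Growth restoration read as absorbance at 600 nm. CP55940 positive control, DMSO negative.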
WRN inhibitor = WRN helicase (human) inhibition. AID 651768. Potency, µM (top dose mostly 114 µM), for the others: at the highest dose activity change, negative = inhibition, most hits filed as inhibitors. 360,000 tested, 0.46% active. WRN helicase unwinding, fluorescent forked duplex, kinetic; also: potency is read from the fitted curve at half-maximal effect; % is scaled to controls: 0 for no effect and ±100 for the full control effect; nearly all actives have a fitted effect of over 55% in size
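Screening of the MLSMR collection measured strand separation of a quenched forked DNA duplex (100 nM) by 20 nM WRN with 2 mM ATP, all final. Compounds were preincubated with enzyme 15 min at room temperature.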
EPAC1 ag = EPAC1 (human) agonism. O95398. EPAC1 agonist qHTS, biochemical assay; response scale: 100% = response to 6.5 mM cAMP. Potency, µM (top dose mostly 154 µM), inactives show at the top dose activation, hits mostly activators. 360,000 tested, 0.073% active; also: potency is read from the fitted curve at half-maximal effect; nearly all actives have a fitted effect of over 60% in size
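Read-out is the fluorescence drop as BODIPY-GDP leaves Rap1B (480 nm excitation, 540 nm emission), recorded every 5 minutes over 30 minutes. Reactions held 100 nM EPAC1, 250 nM Rap1B–BODIPY-GDP and 50 uM GDP, with 6.5 mM cAMP setting full activation.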
IL-2 act = IL-2 activation; IL-2 activation reporter assay, cell-based qHTS; stimulated with anti-CD3/CD4/CD28 beads; in transgenic mouse T cells; activation, % (series mostly up to about 46 µM); 360,000 tested, 0.065% active; AID 652025; in the data active = activation above about 50%; inconclusive = mostly about 30% to 49%; also: 0% is about no effect
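EGFP and DsRed fluorescence is measured by plate cytometry in unstimulated transgenic mouse T cells exposed to compound for 60 minutes, then stimulated 18 hours at 37 degrees C with anti-CD3/anti-CD4 beads plus anti-CD28.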
Abeta yeast res = restores growth of yeast expressing A-beta42 peptide; yeast expressing A-beta42, growth rescue, OD600, 48 h; response scale: 0% DMSO, 100% iron-clioquinol control; Potency, µM (titrated, usually from 46.1 µM), for the others: at the highest dose growth rescue, actives largely listed as activators; 410,000 tested, 0.063% active; AID 1347071; also: potency is read from the fitted curve at half-maximal effect; nearly all actives have a fitted effect of over 55% in size
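Growth rescue measured by 600 nm absorbance after 48 h yeast culture at 30 C with compound. Values normalized between DMSO and an equimolar ferric chloride plus clioquinol control.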
EPAC1 antagonist = EPAC1 (human) antagonism; EPAC1 GEF assay, Rap1b-BODIPY-GDP exchange fluorescence; AID 720709; 360,000 tested, 0.14% active; O95398; Potency, µM (top dose mostly 115 µM), inactives show top-dose activity change, negative = inhibition, most hits filed as inhibitors;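 also: potency is read from the fitted curve at half-maximal effect; plate controls were vehicle for no effect and positive control for full effect; nearly all actives have a fitted effect of over 50% in size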
PI5P4K alpha inh = blocks human PI5P4K alpha kinase activity; AID 652105; max response, %; PI5P4Kalpha enzyme, ADP-Glo luminescence, 60 min; active compounds read low; P48426; 330,000 tested, 1.2% active; active = max response of -50% or lower; inconclusive = between -30% and -50%; inactive = -30% or higher; also: value at the top dose of about 77 µM; % is scaled to controls: 0 for no effect and ±100 for the full control effect
Target sequence (P48426 whole entry, looked up): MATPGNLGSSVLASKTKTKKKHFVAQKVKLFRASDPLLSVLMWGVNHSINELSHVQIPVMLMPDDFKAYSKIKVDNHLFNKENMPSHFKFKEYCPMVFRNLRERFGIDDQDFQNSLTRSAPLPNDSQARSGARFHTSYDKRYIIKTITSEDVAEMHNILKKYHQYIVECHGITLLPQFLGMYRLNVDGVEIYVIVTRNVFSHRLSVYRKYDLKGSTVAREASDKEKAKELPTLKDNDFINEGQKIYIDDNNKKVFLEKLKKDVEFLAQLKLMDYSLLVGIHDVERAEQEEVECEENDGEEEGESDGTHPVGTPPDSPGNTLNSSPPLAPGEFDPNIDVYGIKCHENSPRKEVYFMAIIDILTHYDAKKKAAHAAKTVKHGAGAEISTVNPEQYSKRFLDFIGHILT
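ADP-Glo luminescence end-point read after a 60 min room-temperature kinase reaction of PI5P4Kalpha plus substrate, initiated with ATP at 5 microM final. Buffer: 0.038 M HEPES pH 7.4, EGTA, 0.1% CHAPS, 5% DMSO.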
An asterisk follows results filed as active; ? = inconclusive; / = no result given; [ ] = remark or other dose. Unless noted, calls follow the shape of the dose curve; as a rule, active = well fitted curve in the direction sought with a large enough effect; inconclusive = small, poorly fitted or top-dose-only effect, or another doubt; inactive = no such curve, though single readings can be large; an effect the other way counts as inactive or inconclusive.

SMILES | PLK1 PBD block | aSyn yeast inh | FUS suppressor | WRN inhibitor | EPAC1 ag | IL-2 act | Abeta yeast res | EPAC1 antagonist | PI5P4K alpha inh
CC1NC(=O)N(C)C2NC(=O)N(C)C(c3ccccc3)C12 (stereo not drawn) | -6% | -8% | -14% | 3% | 4% | -0.6 | -11% | 9% | -2
COc1cc(/C=c2\sc3n(c2=O)CCCN=3)ccc1O | 1% | -3% | 19% | 1% | 6% | 0.6 | 16% | 5% | -8
COc1ccc(CN(Cc2ccc(C(=O)O)cc2)C(=S)Nc2ccccc2Cl)cc1OC | -2% | -1% | 12% | 9% | -8% | -2.1 | 15% | 14% | 5
Cc1nc(SCC(=O)O)c2oc3ccccc3c2n1 | -11% | -1% | 5% | -13% | 6% | -4.8 | -12% | -3% | -2
COc1ccc(NC(=O)N2CCN(C(=O)C(Cc3ccc(F)cc3)NC(C)=O)CC2)cc1 (stereo not drawn) | -6% | -15% | -2% | 18% | 2% | 2.2 | -6% | -21% | 1
Cc1c(NC(=O)c2ccc(Cl)c([N+](=O)[O-])c2)cccc1-n1cnnn1 | -3% | -2% | / | -24% | 4% | -2.0 | 4% | 3% | -4
Cc1cc(NC(=O)CSc2nnc(CNC(=O)c3ccc(F)cc3)o2)no1 | -2% | -2% | 19% | -5% | 4% | -0.8 | -13% | -8% | -5
Cc1cccc(Nc2nc(N)nc(CSc3nccn3C)n2)c1 | -10% | 0% | 74% | -9% | 9% | -1.2 | -10% | -15% | -1
CCOc1ccc(NC(=O)NC2CCCc3ccccc32)cc1 (stereo not drawn) | 7% | 2% | 29% | -4% | -5% | 1.3 | 17% | -2% | -2
COc1cccc(CNC(=O)c2cc(S(=O)(=O)N3CCOCC3)ccc2N2CCCC2)c1 | -12% | -1% | 3% | 14% | 9% | -0.7 | -25% | 1% | 3
O=C(CSc1nnnn1-c1ccc(F)cc1)NNC(=O)c1ccco1 | -6% | 0% | -4% | -1% | 15% | 0.3 | 7% | -8% | 6
c1ccc(CCc2nc(-c3ccncc3)no2)cc1 | 0% | 1% | 6% | 0% | 5% | 0.3 | -9% | -2% | -7
COc1ccc(N(CC(=O)N2CCN(c3ccc(F)cc3)CC2)S(=O)(=O)c2c(C)noc2C)cc1 | 3% | 2% | ? | 3% | 4% | -2.8 | ? | -5% | -1
COCC1CCN(C(=O)c2ccc3oc(C(C)C)nc3c2)C1 (stereo not drawn) | 3% | 8% | -16% | -2% | -1% | 1.7 | -9% | 4% | 3
COc1ccccc1NC(=O)CCNC(=O)c1ccc(C)cc1 | 4% | -5% | -24% | 3% | 11% | -0.3 | -2% | 12% | -1
O=C(Nc1ccccc1-c1ccccc1)c1cnccn1 | 1% | 0% | 12% | -10% | 0% | 0.2 | -7% | 0% | 6
COc1ccc(/C=N/Nc2nc(-c3cccc(S(=O)(=O)N4CCCC4)c3)cs2)cc1OC | 4% | 3% | / | -11% | 10% | -1.7 | -10% | 8% | -14
COc1cccc(CN(C(=O)c2cnccn2)C(C(=O)NC2CCCCC2)c2cc(OC)c(OC)c(OC)c2)c1 (stereo not drawn) | 10% | -2% | 2% | -1% | -8% | 0.1 | -14% | 6% | -10
CCCc1c(-c2ccccc2F)ncn1CCc1ccccc1OC | 1% | -11% | 4% | -6% | -12% | -0.8 | -6% | -19% | 0
CC(=O)Nc1cccc(C(=O)N2CCN(Cc3ccccc3)CC2)c1 | -1% | -5% | 0% | -4% | 6% | -2.6 | 15% | 2% | 1
Cc1ccc(CNC(=O)Nc2ccc3c(c2)N(C)C(=O)CS3)cc1 | 3% | 1% | 27% | -3% | -4% | -2.9 | -34%[inhibitor] | 25% | -1
CNC(=O)C1CN(C(=O)c2nn(Cc3ccccc3)c(=O)c3ccccc23)c2ccccc2O1 (stereo not drawn) | 3% | 1% | ? | -6% | 9% | 1.3 | 5% | -2% | 1
Cc1nc2nc(COc3ccccc3)nn2c(C)c1Cl | -30% | 1% | -16% | 3% | 9% | -0.3 | 10% | -8% | 0
CCCn1cc(C(=O)OCC)c(=O)c2cc(F)c(F)cc21 | 2% | -2% | 13% | 8% | -3% | -0.2 | -9% | 11% | 0
Cc1n[nH]c(=O)nc1NC(C)c1ccccc1 (stereo not drawn) | -1% | 1% | -2% | -5% | 2% | 1.9 | -2% | 8% | /
Cc1cccc(OCc2nnc(SCC(=O)Nc3cc(C)on3)n2C)c1 | 1% | -12% | 14% | 13% | -2% | -2.2 | 13% | 8% | /
O=C(Oc1ccc(-n2cnnn2)cc1)c1ccccc1 | -10% | -6% | 21% | 13% | 0% | 0.1 | -3% | -20% | -5
CC(=O)Cc1nsc(NC(=O)c2ccc(COc3ccccc3)o2)n1 | -17% | -9% | 17% | -24% | 10% | -3.0 | -14% | 0% | 0
CCS(=O)(=O)N1CCN(Cc2c[nH]c3ccccc23)CC1 | 5% | 0% | 8% | -24% | 0% | 1.0 | 9% | 9% | -6
Cc1c(Cl)c([N+](=O)[O-])nn1CC(=O)NCc1cccs1 | 1% | 4% | / | -6% | 2% | -0.3 | 20% | -11% | -21
CCn1cc(/C=N/NC(=O)c2ccc3c(c2)OCO3)c(C)n1 | -12% | -1% | 9% | 6%[57.1 µM] | -7% | -3.5 | -13% | -18% | 2
COc1cccc(CNC(=O)Cn2ccc3cc(S(=O)(=O)N4CCCCCC4)ccc32)c1 | 4% | -2% | 8% | -10% | 11% | -2.3 | 8% | 3% | 1
CCOC(=O)C1(Cc2cccc(OC)c2)CCCN(S(=O)(=O)N(C)C)C1 (stereo not drawn) | -17% | 6% | 0% | 11% | 6% | -2.7 | 7% | -5% | 7
COC(=O)Cn1c2nc3ccccc3nc2c2cccc(C)c21 | -4% | -23% | -1% | -3% | 2% | 0.0 | -11% | -11% | -1
COc1ccc(C2CC(=O)Oc3ccc(C(C)(C)C)cc32)cc1 (stereo not drawn) | 3% | -10% | 25% | -5% | 1% | -0.9 | 0% | ? | 16
COc1ccccc1NC(=S)N(Cc1ccco1)Cc1cc2cc(C)ccc2[nH]c1=O | 0% | 2% | 46% | -9% | 2% | -2.5 | -9% | -19% | 8
Cc1cccc(Cn2ccc(N)n2)c1 | -10% | 0% | 8% | 8% | 3% | -1.2 | -28% | 14% | -5
CCN(C(=O)COc1ccccc1)C1CCCCC1 | 4% | 3% | -13% | 0% | -2% | -1.2 | 17% | -9% | 2
C#CCN1C=CC(=O)[C@@H](OC(=O)Nc2ccc(C)cc2)[C@H]1c1ccccc1Br | -19% | 6% | 27% | -2% | -16% | -0.3 | 3% | -19% | 1
CN(c1ccccc1C(=O)Nc1ccccc1C(=O)NCc1ccco1)S(C)(=O)=O | -14% | 1% | 50% | -8% | 1% | -1.9 | 4% | -7% | /
CCCc1cc(=O)[nH]c(SCc2cc(=O)oc3cc(C)c(C(C)C)cc23)n1 | -28% | 0% | / | -34% | -10% | -0.1 | 0% | ? | 4
CC1=NCCN1S(=O)(=O)c1ccccc1[N+](=O)[O-] | -21% | 8% | -17% | 4% | 5% | -3.0 | 0% | -20% | -2
Cc1cc(C(F)(F)F)cc(NNC(=O)NC(=O)c2c(F)cccc2Cl)n1 | 0% | 8% | 9% | 0% | -11% | 0.0 | 2% | -2% | 4
COc1cc(O)c(C(CC(=O)N2CCOCC2)c2ccc3c(c2)OCO3)c(OC)c1 (stereo not drawn) | -8% | 1% | 16% | 10% | -1% | 0.2 | -19% | 15% | 4
CC(NC(=O)Cn1nc(-c2ccccc2)c2ccccc2c1=O)c1ccccc1 (stereo not drawn) | -6% | 4% | ? | -3% | 0% | 3.3 | 1% | -23% | -9
CC1(C(=O)NCc2ccccc2)CN(S(C)(=O)=O)CC(=O)N1Cc1cccc(C(F)(F)F)c1 (stereo not drawn) | -17% | -9% | ? | 5% | -12% | 1.3 | -6% | 1% | -13

Structural class, the compounds so far containing a COOH group (2)
SMILES | PLK1 PBD block | aSyn yeast inh | FUS suppressor | WRN inhibitor | EPAC1 ag | IL-2 act | Abeta yeast res | EPAC1 antagonist | PI5P4K alpha inh
COc1ccc(CN(Cc2ccc(C(=O)O)cc2)C(=S)Nc2ccccc2Cl)cc1OC | -2% | -1% | 12% | 9% | -8% | -2.1 | 15% | 14% | 5
Cc1nc(SCC(=O)O)c2oc3ccccc3c2n1 | -11% | -1% | 5% | -13% | 6% | -4.8 | -12% | -3% | -2

Six entries from above in another layout:
Screens in order: PLK1 PBD block | aSyn yeast inh | FUS suppressor | WRN inhibitor | EPAC1 ag | IL-2 act | Abeta yeast res | EPAC1 antagonist | PI5P4K alpha inh
COc1ccccc1NC(=S)N(Cc1ccco1)Cc1cc2cc(C)ccc2[nH]c1=O
→ 0% | 2% | 46% | -9% | 2% | -2.5 | -9% | -19% | 8
CC(=O)Cc1nsc(NC(=O)c2ccc(COc3ccccc3)o2)n1
→ -17% | -9% | 17% | -24% | 10% | -3.0 | -14% | 0% | 0
Cc1cccc(Nc2nc(N)nc(CSc3nccn3C)n2)c1
→ -10% | 0% | 74% | -9% | 9% | -1.2 | -10% | -15% | -1
CCCc1c(-c2ccccc2F)ncn1CCc1ccccc1OC
→ 1% | -11% | 4% | -6% | -12% | -0.8 | -6% | -19% | 0
Cc1c(NC(=O)c2ccc(Cl)c([N+](=O)[O-])c2)cccc1-n1cnnn1
→ -3% | -2% | / | -24% | 4% | -2.0 | 4% | 3% | -4
Cc1cccc(OCc2nnc(SCC(=O)Nc3cc(C)on3)n2C)c1
→ 1% | -12% | 14% | 13% | -2% | -2.2 | 13% | 8% | /

Assay outcomes as filed in PubChem BioAssay.

Random draw from the library; overall some 4.1% were active at least once.
